High-throughput results deposited in PubChem by National Center for Advancing Translational Sciences (NCATS).
FUS yeast rescue: suppressors of FUS proteinopathy in yeast. 390,000 tested, 0.24% active. AID 1347120. Potency, µM (doses to about 76.6 µM), for inactives: at the highest dose growth rescue (activation), usual class: activators. S. cerevisiae FUS-expressing, growth rescue, OD600, 24 h;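 also: potency is read from the fitted curve at half-maximal effect; plate controls were DMSO vehicle for no effect and reference control for full effect; nearly all actives have a fitted effect of over 55% in size; some results filed as inactive show a strong effect at the top dose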
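Quantitative HTS measuring growth restoration of FUS-toxic yeast. Galactose-induced cells (OD 0.005) were exposed 24hr at 30C to compounds at several concentrations, then absorbance at 600 nm was recorded.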
Abeta rescue: compounds reversing amyloid beta toxicity in yeast; yeast expressing A-beta42, growth rescue, OD600, 48 h; response scale: 0% DMSO, 100% iron-clioquinol control; Potency, µM (titrated, usually from 46.1 µM), for the others: top-dose growth rescue, most hits filed as activators; 410,000 tested, 0.063% active; also: potency is read from the fitted curve at half-maximal effect; nearly all actives have a fitted effect of over 55% in size
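Growth rescue measured by 600 nm absorbance after 48 h yeast culture at 30 C with compound. Values normalized between DMSO and an equimolar ferric chloride plus clioquinol control.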
WRN inhibitor: blocks human WRN helicase | WRN helicase unwinding, fluorescent forked duplex, kinetic | Potency, µM (doses to about 114 µM), inactives show top-dose activity change, negative = inhibition, most hits filed as inhibitors | 360,000 tested, 0.46% active; also: potency is read from the fitted curve at half-maximal effect; % is scaled to controls: 0 for no effect and ±100 for the full control effect; nearly all actives have a fitted effect of over 55% in size
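WRN at 20 nM final preincubated with compound 15 min at room temperature; reaction started with 100 nM fluorophore/quencher forked duplex oligonucleotide and 2 mM ATP final. Unwinding followed kinetically by red fluorescence (ex 525, em 598 nm).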
PLK1 PBD inh: inhibitors of human PLK1 polo-box domain binding. P53350. Plk1 PBD binding of FITC phosphopeptide, fluorescence polarization. Potency, µM, inactives show max response, negative = inhibition, hits mostly inhibitors. 360,000 tested, 2.8% active. AID 720504; also: potency is read from the fitted curve at half-maximal effect; series mostly up to about 57 µM; % is scaled to controls: 0 for no effect and ±100 for the full control effect; nearly all actives have a fitted effect of over 65% in size
Target sequence (P53350 whole entry, looked up, the tested form may be a part): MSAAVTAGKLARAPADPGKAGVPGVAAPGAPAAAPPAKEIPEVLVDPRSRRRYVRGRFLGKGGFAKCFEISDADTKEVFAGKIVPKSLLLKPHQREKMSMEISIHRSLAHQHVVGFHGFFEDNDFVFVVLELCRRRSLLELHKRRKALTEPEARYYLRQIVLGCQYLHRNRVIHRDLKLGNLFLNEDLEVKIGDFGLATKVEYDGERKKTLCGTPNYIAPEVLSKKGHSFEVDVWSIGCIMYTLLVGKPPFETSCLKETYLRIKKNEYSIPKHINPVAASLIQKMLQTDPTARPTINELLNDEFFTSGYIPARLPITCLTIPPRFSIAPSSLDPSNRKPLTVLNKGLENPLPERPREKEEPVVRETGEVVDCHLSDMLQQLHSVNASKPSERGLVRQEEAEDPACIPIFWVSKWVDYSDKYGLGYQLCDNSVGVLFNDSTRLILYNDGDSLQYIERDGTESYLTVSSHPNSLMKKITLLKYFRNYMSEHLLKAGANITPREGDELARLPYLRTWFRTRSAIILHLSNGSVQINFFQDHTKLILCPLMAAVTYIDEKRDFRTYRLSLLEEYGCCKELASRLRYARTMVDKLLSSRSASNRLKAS
EPAC1 antagonist: EPAC1 (human) antagonism; O95398; Potency, µM (top dose mostly 115 µM), without a hit: top-dose activity change, negative = inhibition, hits mostly inhibitors; 360,000 tested, 0.14% active; EPAC1 GEF assay, Rap1b-BODIPY-GDP exchange fluorescence;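 also: potency is read from the fitted curve at half-maximal effect; plate controls were vehicle for no effect and positive control for full effect; nearly all actives have a fitted effect of over 50% in size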
IL2 activator: IL-2 activation | IL-2 activation reporter assay, cell-based qHTS; stimulated with anti-CD3/CD4/CD28 beads; in transgenic mouse T cells | 360,000 tested, 0.065% active | AID 652025 | activation, % (series mostly up to about 46 µM); in the data active = activation above about 50%; inconclusive = mostly about 30% to 49%; also: 0% is about no effect
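Unstimulated transgenic mouse T cells; 60-min compound exposure; bead-based TCR/CD4/CD28 stimulation; 18 h culture, 37 degrees C; dual fluorescence (EGFP, DsRed) plate cytometry.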
PI5P4K alpha inh: PI5P4K alpha (human) kinase inhibition; PI5P4Kalpha enzyme, ADP-Glo luminescence, 60 min; hits give low values; max response, %; 330,000 tested, 1.2% active; active = max response of -50% or lower; inconclusive = between -30% and -50%; inactive = -30% or higher; also: value at the top dose of about 77 µM; % is scaled to controls: 0 for no effect and ±100 for the full control effect
Target sequence (P48426 whole entry, looked up): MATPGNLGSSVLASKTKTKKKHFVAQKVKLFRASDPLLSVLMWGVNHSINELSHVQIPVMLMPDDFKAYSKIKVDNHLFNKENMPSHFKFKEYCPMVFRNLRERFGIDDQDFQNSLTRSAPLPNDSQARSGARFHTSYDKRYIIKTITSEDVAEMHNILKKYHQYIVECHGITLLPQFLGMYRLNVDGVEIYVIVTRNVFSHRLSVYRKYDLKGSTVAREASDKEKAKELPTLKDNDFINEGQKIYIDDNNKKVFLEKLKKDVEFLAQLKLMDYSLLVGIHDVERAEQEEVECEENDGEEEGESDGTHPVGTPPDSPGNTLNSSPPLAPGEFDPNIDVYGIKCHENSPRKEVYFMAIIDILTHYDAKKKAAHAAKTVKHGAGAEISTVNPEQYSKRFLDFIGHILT
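Reactions run in 0.038 M HEPES pH 7.4, 0.28 mM EGTA, 0.1% CHAPS and 5% DMSO, with PI5P4Kalpha, substrate, compound and 5 microM ATP final, one hour at room temperature. Readout is ADP-Glo luminescence.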
EPAC1 ag: agonists of human EPAC1; EPAC1 agonist qHTS, biochemical assay; response scale: 100% = response to 6.5 mM cAMP; O95398; Potency, µM (top dose mostly 154 µM), for inactives: top-dose activation, hits mostly activators; 360,000 tested, 0.073% active; also: potency is read from the fitted curve at half-maximal effect; nearly all actives have a fitted effect of over 60% in size
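Read-out is the fluorescence drop as BODIPY-GDP leaves Rap1B (480 nm excitation, 540 nm emission), recorded every 5 minutes over 30 minutes. Reactions held 100 nM EPAC1, 250 nM Rap1B–BODIPY-GDP and 50 uM GDP, with 6.5 mM cAMP setting full activation.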
The depositor's hits bear a star; ? = inconclusive; · = no result given; [ ] = dose if it differs, or a comment. Unless noted, calls follow the shape of the dose curve; as a rule, active = well fitted curve in the direction sought with a large enough effect; inconclusive = small, poorly fitted or top-dose-only effect, or another doubt; inactive = no such curve, though single readings can be large; an effect the other way counts as inactive or inconclusive.

cpd	molecule	IL2 activator	EPAC1 antagonist	EPAC1 ag	PLK1 PBD inh	Abeta rescue	PI5P4K alpha inh	FUS yeast rescue	WRN inhibitor
1	CCOC(=O)c1c(NC(C)=O)sc(C(=O)NC2CCCC2)c1C	-1.2	0%	5%	0%	1%	0	2%	-14%
2	CC1(C)CC(NC(=O)C23CCC(C)(/C(=N/O)C2)C3(C)C)CC(C)(C)N1 (centres undefined)	-0.3	5%	0%	-5%	-9%	-4	-9%	7%
3	CCCCn1cnc2c([nH]c3cc(OC)ccc32)c1=O	0.2	5%	-5%	1%	10%	-5	-6%	-2%
4	O=C1C=C(c2cc(F)ccc2F)C[C@@H](c2ccc(Cl)cc2)C1	-0.9	8%	0%	5%	28%	1	8%	-7%
5	Cc1ccc(N2CC(C(=O)OCC(=O)Nc3ccccc3F)CC2=O)cc1 (centres undefined)	-0.6	6%	3%	-9%	-3%	20	-24%	2%
6	O=C(CCc1nc2ccccc2c(=O)[nH]1)NNC(=O)c1ccc(F)cc1	1.2	14%	7%	2%	6%	-1	9%	1%
7	COc1ccccc1CNS(=O)(=O)c1ccc(NC(C)=O)cc1	-3.2	-2%	2%	-7%	5%	·	3%	8%
8	O=C(CNC1CCCC1)Nc1ccc(N2CCCCCC2)cc1	-0.7	-9%	8%	-6%	-5%	-10	31%	-7%
9	C/C(CCCO)=N/Nc1ccc([N+](=O)[O-])cc1[N+](=O)[O-]	0.1	-2%	4%	4%	19%	-4	-20%	1%
10	COc1ccc(S(=O)(=O)Nc2ccccc2OC)cc1NC(=O)CC1CC2CCC1C2 (centres undefined)	-0.5	-7%	3%	-7%	7%	-11	·	-5%
11	O=C(O)c1cccnc1-c1ncccc1C(=O)O	2.2	-3%	-3%	3%	-6%	1	-21%	-8%
12	O=C(CN1C(=O)NC2(CCCCC2)C1=O)N1CCN(S(=O)(=O)c2cccc(F)c2)CC1	-0.9	-10%	-25%	-11%	-1%	3	3%	-18%
13	N#C/C(=C\c1ccccc1)C(=O)NCCN1CCOCC1	0.0	-1%	4%	-9%	0%	0	8%	-14%
14	Cc1ccc(C(=O)NCC2(c3ccccc3)CCCC2)cc1	-0.5	-5%	-1%	-6%	-16%	8	4%	-4%
15	COc1ccc(CN2C(=O)NC3(CCCC3)C2=O)cc1F	1.4	12%	-2%	-1%	-19%	5	0%	11%
16	COc1cc2c(cc1NC(=O)C(C)NCc1ccccc1)oc1ccccc12 (centres undefined)	-0.4	-1%	19%	-14%	-14%	31	8%	-14%
17	CCc1nnc(NC(=O)CSc2nnc(-c3ccco3)n2CCOC)s1	4.1	-8%	9%	-18%	-3%	9	-2%	-7%
18	NC(=O)CCN1CCC(c2nc3ccccc3s2)CC1	-1.2	1%	9%	-15%	-3%	-1	11%	0%
19	C=CCn1c(SCC(=O)Nc2ccc3c(c2)CCC3)nc2ccccc2c1=O	2.3	-8%	12%	-10%	3%	-1	-20%	-10%
20	COc1ccc(OC)c2sc(NC(=O)c3ccc(S(=O)(=O)N4CCOCC4)cc3)nc12	-1.0	?	-9%	3%	-1%	3	-5%	5%
21	C[C@H](CO)N1C[C@H](C)[C@@H](CN(C)C(=O)NC2CCCCC2)Oc2ccc(NS(=O)(=O)c3ccc(F)cc3)cc2C1=O	-0.4	-3%	-4%	-14%	16%	7	24%	-4%
22	CCC1(C)N=c2c(c(=O)n(C)c(=O)n2C)=NO1 (centres undefined)	0.3	-5%	0%	-2%	-4%	-6	-20%	-7%
23	COCCNC(=O)C1(C)CCCN(C(=O)c2ccco2)C1 (centres undefined)	-0.5	-1%	6%	-5%	-24%	0	-22%	3%
24	CCCCn1nnnc1C1(C)CCC(=O)N1Cc1cccs1 (centres undefined)	0.6	-14%	-7%	-3%	-7%	1	?	1%
25	Cc1cccc(C(=O)Nc2nnc(-c3cccnc3)o2)c1	1.2	3%	1%	-4%	?	-2	12%	-10%
26	O=C(Nc1cc(Cl)ccc1N1CCCC1)C1=NN(c2ccccc2)C(=O)CC1	-0.5	-24%	11%	-9%	·	4	-10%	-4%
27	COCc1cc(Sc2ccc(Cl)cc2)nc(-c2ccccc2)n1	1.8	1%	-4%	?	-14%	19	5%	-8%
28	O=C(CNC(=O)c1ccc(Br)o1)Nc1cccc(S(=O)(=O)N2CCCC2)c1	2.0	10%	4%	-16%	12%	2	11%	-17%
29	O=C(Nc1nnc(C2=COCCO2)o1)c1ccc(Cc2ccccc2)cc1	-0.4	-14%	1%	-4%	2%	1	1%	-7%
30	Cc1nn(-c2ccccc2)c(Cl)c1C(=O)OC(C)C(=O)Nc1ccc2c(c1)OCO2 (centres undefined)	-0.5	?	7%	0%	-4%	4	39%	-8%
31	CN(C(=O)COn1nnc2ccc(Cl)cc21)C1CCS(=O)(=O)C1 (centres undefined)	1.0	-9%	2%	-6%	14%	1	-19%	4%
32	O=C(Nc1ccc(S(=O)(=O)N2CCCC2)cc1)C1CCCN1C(=O)c1cccs1 (centres undefined)	-0.2	2%	5%	-14%	8%	1	1%	-1%
33	Cc1ccc(Nc2nc3nonc3[nH]c2=O)cc1	-0.9	13%	-4%	1%	9%	·	24%	0%
34	CCOc1ccc(NC(=S)N2CCCC2)cc1	-1.5	-27%	5%	-2%	8%	-3	-31%	9%
35	Cc1onc(-c2ccccc2)c1C(=O)n1cccn1	-0.8	11%	-1%	-6%	4%	-6	-6%	4%
36	COc1cc(C(=O)N2CC(=O)Nc3ccccc32)cc(OC)c1OC	-2.7	-8%	-6%	3%	1%	-5	-22%	15%
37	CC1CCCC(NC(=S)Nc2ccc(SC(F)F)cc2)C1C (centres undefined)	-2.3	-24%	14%	-1%	20%	11	-24%	-10%
38	O=C1N/C(=C\c2ccc(O)cc2)C(=O)c2ccccc21	-1.4	-6%	12%	-15%	-93%[inhibitor]	·	?	?
39	Cc1ccc(CNC(=O)CC2(CC3=NS(=O)(=O)c4ccccc4N3)CCCC2)cc1	3.5	-10%	-1%	-4%	-9%	8	28%	-7%
40	Cc1nn(-c2ccccc2)c(C)c1/C=C/C(=O)OCC(=O)N(C)C1CCS(=O)(=O)C1 (centres undefined)	0.3	1%	5%	-21%	15%	3	14%	-2%
41	COc1cc(CN2CCNC(=O)C2CC(=O)N(C)CCC2CCOCC2)cc(OC)c1 (centres undefined)	0.5	-5%	0%	27µM*	14%	0	-1%	-3%
42	NC(=O)Nc1ccc(C(=O)OCC(=O)Nc2sccc2C(N)=O)cc1	0.4	6%	-7%	-7%	7%	0	8%	-17%
43	C[N+](C)(C)CC=O	-0.2	3%	-4%	-7%	-2%	0	-46%	10%
44	CC(C)c1nnc(NC(=O)c2cccc(-n3cnnn3)c2)s1	0.5	4%	-4%	-7%	-10%	0	0%	-4%
45	O=[N+]([O-])c1ccc(S(=O)(=O)NCC(c2ccco2)N2CCc3ccccc3C2)cc1 (centres undefined)	1.1	-22%	5%	-10%	8%	10	6%	-19%
46	CCc1cccc2c1NC(=O)C2(O)CC(=O)c1cccs1 (centres undefined)	-2.2	3%	11%	-14%	-22%	1	25%	-3%
47	COc1cccc(N2CCN(C(=O)C3CCCN(S(=O)(=O)c4cnc[nH]4)C3)CC2)c1 (centres undefined)	2.2	-3%	3%	-1%	2%	0	-1%	-6%
48	COc1ccc(OCC(=O)N/N=C/c2ccc(O[C@@H]3O[C@H](CO)[C@@H](O)[C@H](O)[C@H]3O)cc2)cc1	-3.3	7%	-3%	-1%	-9%	2	19%	9%
49	CC(=O)c1ccc(C(=O)N2CCc3c([nH]c4ccccc34)C2c2ccccn2)s1 (centres undefined)	-1.8	-24%	-1%	-8%	?	-4	31%	-7%
50	CCOC(=O)C1CCCN(C(=O)c2cc(=O)c3ccccc3o2)C1 (centres undefined)	1.0	-15%	13%	-3%	12%	0	-8%	1%

Two entries from above, with one line to a screen.
45: O=[N+]([O-])c1ccc(S(=O)(=O)NCC(c2ccco2)N2CCc3ccccc3C2)cc1 (centres undefined)
46: CCc1cccc2c1NC(=O)C2(O)CC(=O)c1cccs1 (centres undefined)

Screen / compound no.	45	46
IL2 activator	1.1	-2.2
EPAC1 antagonist	-22%	3%
EPAC1 ag	5%	11%
PLK1 PBD inh	-10%	-14%
Abeta rescue	8%	-22%
PI5P4K alpha inh	10	1
FUS yeast rescue	6%	25%
WRN inhibitor	-19%	-3%

(cont.)
cpd	molecule	IL2 activator	EPAC1 antagonist	EPAC1 ag	PLK1 PBD inh	Abeta rescue	PI5P4K alpha inh	FUS yeast rescue	WRN inhibitor
51	CC1CCN(Cc2nc(-c3ccc(Cl)cc3)no2)CC1	0.4	-3%	2%	2%	10%	7	13%	0%
52	CNC(=S)N(CCCN(C)C)Cc1cc2cc3c(cc2[nH]c1=O)OCCO3	0.3	7%	16%	3%	-10%	2	-7%	11%
53	CC(C)(C)CC(=O)NCCc1csc(-c2ccccc2)n1	-2.1	-1%	-8%	?	5%	2	16%	4%
54	Cc1ccc(NC(=S)Nc2ccc3[nH]c(=O)[nH]c3c2)cc1C	-2.0	-7%	3%	?	21%	-2	10%	-7%
55	COc1ccc(CCNC(=O)c2noc3c2CCCC3)cc1OC	-2.4	17%	3%	-10%	-4%	·	18%	-6%
56	CC1CCN(S(=O)(=O)c2ccc(NC(=O)[C@@H]3CCCN3C(=O)c3cccs3)cc2)CC1	-0.3	-15%	13%	-14%	-7%	-7	·	-5%
57	O=C(Nc1ccc(N2CCCC2)cc1)c1ccccc1[N+](=O)[O-]	2.4	-15%	1%	-1%	-18%	-5	10%	3%
58	COc1ccc(NS(=O)(=O)c2ccc(Cl)c(N)c2)cc1Br	-0.7	?	6%	-17%	0%	2	17%	-1%
59	COc1ccc(Br)c(C(=O)NC(C)(C)CO)c1	-0.3	9%	4%	-18%	0%	1	17%	19%
60	CCCCn1c(N)c(N(CC(C)C)C(=O)Cc2ccc(S(=O)(=O)N3CCOCC3)s2)c(=O)[nH]c1=O	16	20%	?	-24%	3%	-15	·	-1%
61	CCOc1c(Br)cc(C(N)=O)cc1OCc1ccccc1	-1.5	-23%	4%	-7%	0%	18	1%	-5%
62	Cc1nn(-c2ccc(F)cc2F)c(=O)c2noc(C)c12	1.3	2%	19%	-6%	-3%	7	-6%	-5%
63	COc1ccc(N(CC(=O)NC2CCCC2)C(=O)c2ccc(C)s2)c(OC)c1	16	-9%	-3%	-1%	-12%	-1	20%	6%
64	O=C(COc1ccc2ccccc2c1)NNC(=O)Cc1cccc2ccccc12	-0.5	7%	-6%	-2%	16%	-4	5%	0%
